# Avidin fluor: compound fluoresces at 488/530 nm on avidin beads; compound fluorescence 488/530 nm, flow cytometry; stronger effect = higher value; fluorescence (KMESF) at 10 µM; 220,000 tested, 0.38% active; AID 1775; in the data active = fluorescence above about 47; also: inactives centre near 10
# RGS8-Gao: modulates binding of RGS8 to human Galphao; multiplexed bead flow cytometry; actives lie on both sides; AID 1423; 220,000 tested, 0.34% active; response (percent of control binding), % at 10 µM; in the data active = response below about 60% or above about 140%; inactive = in between;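 also: Galphao activated as the GDP aluminium fluoride complex binding bead-coupled RGS8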
# Target sequence (P09471 whole entry, looked up): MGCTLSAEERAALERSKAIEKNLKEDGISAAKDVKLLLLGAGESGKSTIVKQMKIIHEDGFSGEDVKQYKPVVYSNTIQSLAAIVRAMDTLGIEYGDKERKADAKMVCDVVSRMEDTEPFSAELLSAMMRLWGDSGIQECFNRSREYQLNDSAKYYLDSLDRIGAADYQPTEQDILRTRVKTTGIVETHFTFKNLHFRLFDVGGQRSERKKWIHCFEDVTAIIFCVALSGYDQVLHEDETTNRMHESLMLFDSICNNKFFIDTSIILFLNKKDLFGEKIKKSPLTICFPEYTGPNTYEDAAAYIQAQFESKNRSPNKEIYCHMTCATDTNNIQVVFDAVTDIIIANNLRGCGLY
# Pf gametocyte: inhibitors of late stage P. falciparum gametocyte viability. P. falciparum stage V gametocytes, ATP luminescence, 24 h. inhibition, % at 10.9 µM. 150,000 tested, 0.065% active. AID 743093;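 active = inhibition above the mean plus 3 SD of compounds within the control limits, set per campaign, cut at about 38% in these data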;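 also: 0% = DMSO wells and 100% = medium only without gametocytes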
# Mcl-1 Bim block: disrupts Bim peptide binding to human Mcl-1; Q07820; Bead-based flow cytometry, Bim peptide-Mcl-1 binding; inhibition, % at 10 µM; 190,000 tested, 0.1% active; in the data active = inhibition above about 40%;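 also: 0% = no compound tracer wells and 100% = peptide blocker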
# Target sequence (Q07820 whole entry, looked up): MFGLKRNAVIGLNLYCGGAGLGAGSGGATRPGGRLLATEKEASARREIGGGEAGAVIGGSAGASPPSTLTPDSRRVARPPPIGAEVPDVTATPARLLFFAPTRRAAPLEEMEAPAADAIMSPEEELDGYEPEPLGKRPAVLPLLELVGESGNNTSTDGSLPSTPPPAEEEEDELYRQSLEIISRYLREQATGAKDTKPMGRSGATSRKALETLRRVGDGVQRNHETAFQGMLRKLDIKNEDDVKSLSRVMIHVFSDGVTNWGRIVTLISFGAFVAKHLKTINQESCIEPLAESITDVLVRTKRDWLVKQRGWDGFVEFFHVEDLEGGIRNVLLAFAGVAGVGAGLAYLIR
# Mcl1-Bid inh: disrupts binding of human Mcl-1 to Bid peptide. Q07820. TR-FRET Mcl-1/Bid-Dy647 peptide binding, 1536-well. inhibition, % at 21.7 µM. 220,000 tested, 0.97% active;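 active = compounds that cut the binding signal by more than half at the single screening dose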;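 also: His-tagged Mcl-1 with europium anti-His antibody binding Bid BH3 peptide; 0% = Mcl-1 plus peptide wells and 100% = peptide-only wells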
# RGS4-Gao reg: human RGS4-Galphao interaction regulation. P09471. Multiplexed bead flow cytometry, RGS4-Galphao binding; actives lie on both sides. binding response (% of control), % at 10 µM. 220,000 tested, 0.33% active; in the data active = binding response below about 49% or above about 150%; inactive = in between;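 also: fluorescent Galphao activated with aluminum fluoride binding bead-coupled RGS4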
# RGS7-Gao reg: human RGS7-Galphao interaction regulation; Multiplexed bead flow cytometry, RGS7-Galphao binding; actives lie on both sides; binding response (% of control), % at 10 µM; 220,000 tested, 0.35% active; AID 1439; in the data active = binding response below about 49% or above about 150%; inconclusive = no clear call, values can overlap the other calls; inactive = in between;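 also: fluorescent Galphao held in activated GDP-AlF4 state binding bead-coupled RGS7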
# ABCB1 inh: human ABCB1 inhibition, ABCG2 as counter-screen | P08183 | CCRF-Adr cells, JC-1 efflux, flow cytometry | 190,000 tested, 0.067% active | inhibition, % at 6.6 µM; in the data active = inhibition above about 40%;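 also: 0% = vehicle and 100% = reference inhibitor; higher value means more JC-1 retained so stronger ABCB1 efflux block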
# GSH fluor: GSH bead compound fluorescence profile | GSH beads flow cytometry, compound fluorescence 488/530 nm; stronger effect = higher value | fluorescence (KMESF) at 10 µM | 190,000 tested, 0.25% active | AID 1776; in the data active = fluorescence above about 89;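 also: glutathione beads carrying GST-tagged Bcl family fusion proteins plus one bare bead set; values are compound well signal with DMSO vehicle wells as background; inactives centre near 16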
# ABCG2 block: human ABCG2 inhibition, ABCB1 as counter-screen | IgMXP3 cells, JC-1 efflux, flow cytometry | Q9UNQ0 | 190,000 tested, 0.1% active | inhibition, % at 6.6 µM;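 active = inhibition above 80%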;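 also: 0% = DMSO and 100% = nicardipine control wells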
#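 Test system: IgMXP3 cells (ABCG2) mixed with DDAO far-red-labelled CCRF-Adr cells (ABCB1). Reagent: JC-1 transporter substrate. Compound dosing: single test compound dose, 6.6 µM final. Times: 10 min compound exposure, 25 °C. Detection: flow cytometry of retained JC-1 fluorescence. Read-out basis: efflux inhibition in percent versus controls. Controls: nicardipine and DMSO wells.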
# Mcl1 Noxa PPI: Mcl-1/Noxa interaction inhibition; Q07820; 220,000 tested, 1.5% active; inhibition, % at 21.7 µM; TR-FRET Mcl-1/Noxa peptide binding, 2 h;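 active = compounds that cut the protein-peptide binding signal by more than 50% relative to plate controls in a single-dose test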;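 also: His-tagged Mcl-1 with rhodamine Noxa BH3 peptide and terbium anti-His antibody; 0% = Mcl-1 plus Noxa peptide wells and 100% = peptide-only wells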
# * hit, by the source's call; ? = inconclusive; . = not tested or not shown; [ ] = dose if it differs, or a comment.
smiles	Avidin fluor	RGS8-Gao	Pf gametocyte	Mcl-1 Bim block	Mcl1-Bid inh	RGS4-Gao reg	RGS7-Gao reg	ABCB1 inh	GSH fluor	ABCG2 block	Mcl1 Noxa PPI
CC(C)(C)C(=O)Nc1ccc(C(=O)N/N=C/C2CC3C=CC2C3)cc1 (stereo unspecified)	6	105.5	.	-2.0	-33.2	101.5	101.2	.	12	5.0	2.9
Cn1c(N)c(C(=O)c2ccccc2)c(=O)n(C)c1=O	27	98.8	10.2	-2.0	2.4	91.8	97.7	0.7	17	4.7	-12.5
CCOC(=O)C1=C(C)N(c2ccc(OCC)cc2)C(=O)/C1=C\c1ccco1	9	99.9	-8.5	2.0	-51.1	101.6	99.1	0.4	24	4.3	12.5
CCOc1cc(N2CCOCC2)c(OCC)cc1NC(=O)C(C)C	10	100.0	-1.1	.	-42.2	96.5	?	.	.	.	-4.1
O=C(N/C(=C\c1cn(-c2ccccc2)nc1-c1ccccc1)C(=O)N1CCOCC1)c1ccccc1	12	101.2	.	-8.0	4.2	101.8	102.1	0.0	11	-3.9	17.4
O=C(Nc1ccccc1-c1ccccc1)C12CC3CC(CC(C3)C1)C2	9	97.9	.	0.0	0.7	99.5	99.1	0.2	30	1.0	0.9
C/C(=N\NC(=O)COc1ccc(C#N)cc1)c1ccc(N2CCOCC2)cc1	4	122.6	-16.9	-4.0	0.8	97.7	98.2	0.5	9	3.2	-1.9
Nc1nc2sc3c(c2c(=O)s1)CCCC3	21	99.8	-13.2	1.0	-0.6	98.9	100.2	-0.2	22	0.8	17.2
CC1CC1C(=O)Nc1nc(-c2ccccn2)cs1 (stereo unspecified)	14	102.8	4.0	-14.0	-11.3	97.6	104.9	-0.4	20	30.4	-5.4
C#CC1(O)CC(C)N(C)C(C)C1 (stereo unspecified)	16	99.0	-8.4	-3.0	-1.7	101.9	100.1	0.3	23	-0.2	-3.3
Cc1ccc(N(CC(=O)N2CCOCC2)S(C)(=O)=O)cc1C	8	100.4	22.3	0.0	-27.0	99.2	94.9	-0.9	41	-3.1	-11.1
CC1CCN(c2ccc(NC(=O)c3cccnc3Cl)cc2)CC1	16	105.0	9.9	0.0	-47.6	105.0	112.8	0.1	9	2.2	8.3
CCOC(=O)C1(CCSC)NC(c2ccco2)C2C(=O)N(C)C(=O)C21 (stereo unspecified)	29	101.1	.	-3.0	-8.9	103.9	101.1	0.0	17	-0.8	-2.5
CCn1c(=NC(=O)CSC(C)=O)sc2cc(F)ccc21	39	101.9	.	0.0	0.3	100.1	100.0	0.3	13	4.2	6.2
C(=N\Nc1nc(N2CCOCC2)nc(N2CCOCC2)n1)/c1ccncc1	2	100.2	-10.1	0.0	-4.6	100.2	99.5	0.3	6	4.6	8.2
c1ccc(-c2cc(-c3ccc(N4CCOCC4)cc3)nc3ccccc23)cc1	3	104.6	-36.8	-4.0	-2.9	102.7	99.6	0.8	6	4.0	25.0
Cc1ccc2[nH]c(=O)c(CC=C(Cl)Cl)c(C)c2c1	4	101.0	-16.8	-3.0	-5.0	96.1	97.7	-0.1	8	2.4	-3.4
CSc1nc2c(c(=O)n1-c1ccccc1)SCC2	12	102.3	-0.5	0.0	-75.7	104.0	101.3	-0.8	38	1.2	2.5
O=C(O)c1cc2nc(-c3cccs3)cc(C(F)(F)F)n2n1	21	100.2	8.4	0.0	-26.9	101.2	100.0	0.4	12	1.4	22.2
Cc1occc1C(=O)NC(C)CCc1ccccc1 (stereo unspecified)	7	99.4	.	-1.0	-15.2	102.5	103.5	1.4	23	4.5	2.8

# Limited to RGS7-Gao reg (3 entries from above):
mol | RGS7-Gao reg
CCn1c(=NC(=O)CSC(C)=O)sc2cc(F)ccc21 | 100.0
C(=N\Nc1nc(N2CCOCC2)nc(N2CCOCC2)n1)/c1ccncc1 | 99.5
c1ccc(-c2cc(-c3ccc(N4CCOCC4)cc3)nc3ccccc23)cc1 | 99.6

# 3 compounds out of the list, arranged by count of non-hydrogen atoms, high to low.
smiles	Avidin fluor	RGS8-Gao	Pf gametocyte	Mcl-1 Bim block	Mcl1-Bid inh	RGS4-Gao reg	RGS7-Gao reg	ABCB1 inh	GSH fluor	ABCG2 block	Mcl1 Noxa PPI
C(=N\Nc1nc(N2CCOCC2)nc(N2CCOCC2)n1)/c1ccncc1	2	100.2	-10.1	0.0	-4.6	100.2	99.5	0.3	6	4.6	8.2
CCOC(=O)C1(CCSC)NC(c2ccco2)C2C(=O)N(C)C(=O)C21 (stereo unspecified)	29	101.1	.	-3.0	-8.9	103.9	101.1	0.0	17	-0.8	-2.5
Nc1nc2sc3c(c2c(=O)s1)CCCC3	21	99.8	-13.2	1.0	-0.6	98.9	100.2	-0.2	22	0.8	17.2

# Next compounds follow:
smiles	Avidin fluor	RGS8-Gao	Pf gametocyte	Mcl-1 Bim block	Mcl1-Bid inh	RGS4-Gao reg	RGS7-Gao reg	ABCB1 inh	GSH fluor	ABCG2 block	Mcl1 Noxa PPI
N#Cc1cnc(NOCc2ccc(Cl)cc2)nc1	21	98.3	-30.3	0.0	-27.8	94.7	100.7	0.1	10	0.6	-1.6
COc1cccc(/C=N/NC(=O)c2cnccn2)c1OC	8	103.2	-17.5	.	-0.3	102.1	?	.	.	.	11.9
O=C(Nc1ccc(-c2nnc(-c3ccccc3)o2)cc1)C1CCCO1 (stereo unspecified)	6	99.5	3.6	4.0	-13.4	98.4	97.4	0.1	19	0.1	2.5
CC(C)C1C(C#N)=C(N)Oc2n[nH]c(C(C)(C)C)c21 (stereo unspecified)	11	97.6	-6.2	-5.0	-32.9	96.4	97.4	1.2	26	7.2	1.9
Cc1ccc(CNC(=O)CN2CCN(Cc3ccc(C)cc3)C2=O)cc1	6	99.3	11.6	2.0	-9.2	99.2	101.0	1.0	34	1.6	8.4
COc1ccc(/C=C/C(=O)Nc2sc3c(c2C(=O)NCc2cccnc2)CCCC3)cc1	9	102.1	17.0	-3.0	-18.6	107.0	103.8	0.1	16	-1.8	7.7
S=C(NCc1ccc2c(c1)OCO2)Nc1ccc(-c2nc3ccccc3[nH]2)cc1	5	126.8	1.2	-6.0	-19.1	111.4	113.9	-2.5	9	-12.8	13.6
CCCOc1ccc(/C(O)=C2/C(=O)C(=O)N(CCCn3ccnc3)C2c2ccc(C)o2)cc1 (stereo unspecified)	6	98.7	4.3	.	-62.7	95.9	?	.	.	.	-23.4
COc1nn(CC(=O)N2N=C(C(F)F)CC2(O)C(F)F)cc1[N+](=O)[O-] (stereo unspecified)	13	94.6	.	-2.0	-1.2	101.5	98.5	0.9	13	4.6	0.9
O=c1[nH]c2ccccc2c(O)c1-[n+]1ccccc1	6	91.5	3.9	.	-5.0	88.7	?	.	.	.	-1.9
CCCC1CCC(=NNC(=O)CNc2ccc(OC)cc2)CC1 (stereo unspecified)	0	83.3	-6.4	1.0	-88.1	93.1	96.2	0.5	4	4.3	6.7
COc1cc(C(=O)Nc2ccc3c(c2)CCN3C(C)=O)cc(OC)c1OC	21	108.9	-19.6	-18.0	-16.3	207.0*[activator]	185.9*[activator]	0.7	34	3.9	5.5
COC(=O)c1cc(NC(=O)CSc2nnc(CN3CCOCC3)n2C)ccc1Cl	41	94.7	3.6	.	-15.4	95.8	100.1	0.2	13	1.1	1.0
Cc1ccccc1-c1ccc(C=Nc2c(C)n(C)n(-c3ccccc3)c2=O)o1	10	88.9	.	-3.0	-17.6	78.8	99.4	2.1	31	38.9	10.1
COc1ccc(C(=O)NN2C(=O)C3C(c4ccccc4)C=CC(c4ccccc4)C3C2=O)cc1 (stereo unspecified)	10	101.1	.	0.0	3.9	98.2	102.8	1.1	13	17.0	-1.7
c1ccc2c(c1)Sc1ccccc1-n1cnnc1-2	4	102.4	.	3.0	-1.4	101.1	99.1	0.2	29	4.0	-11.9
O=Cc1cn(CC(=O)Nc2ccc(F)cc2)c2ccccc12	10	102.4	.	-2.0	-0.6	98.0	98.9	0.2	8	9.4	31.1
NNc1nc2ccc(Cl)cc2s1	15	101.8	.	-3.0	-33.0	102.3	100.4	-0.1	17	-2.1	18.0
S=c1[nH]nc(CCSCc2ccccc2)n1-c1ccccc1	10	99.6	-16.7	-1.0	-35.0	101.8	106.9	-0.4	23	-1.0	9.3
COc1ccc(-n2c(C)c(C(C)=O)c(C(C)=O)c2C)cc1	6	100.7	12.7	5.0	-31.0	96.5	98.2	.	17	.	33.0

# Printed as active in RGS4-Gao reg, among the entries above:
Structure	Avidin fluor	RGS8-Gao	Mcl-1 Bim block	Mcl1-Bid inh	RGS4-Gao reg	RGS7-Gao reg	GSH fluor	Mcl1 Noxa PPI
COc1cc(C(=O)Nc2ccc3c(c2)CCN3C(C)=O)cc(OC)c1OC	21	108.9	-18.0	-16.3	207.0*[activator]	185.9*[activator]	34	5.5

# (listing goes on)
smiles	Avidin fluor	RGS8-Gao	Pf gametocyte	Mcl-1 Bim block	Mcl1-Bid inh	RGS4-Gao reg	RGS7-Gao reg	ABCB1 inh	GSH fluor	ABCG2 block	Mcl1 Noxa PPI
COc1cc(/C=C(\C#N)c2ccccn2)ccc1OCc1ccccc1	6	102.4	-13.8	-2.0	-11.3	99.6	102.0	1.5	14	44.2	15.9
O=C(Cc1ccccc1)N[C@@H](Cc1ccccc1)C(=O)O	6	105.6	.	-1.0	-1.4	103.8	102.2	-0.2	18	-0.5	-3.5
Cn1c(N)c(C(=O)COC(=O)CCc2nc3ccccc3s2)c(=O)n(C)c1=O	11	100.4	17.8	-2.0	-26.2	97.1	?	0.8	11	5.5	11.4
CCOC(=O)c1cnc(SCc2nc(N)nc(Nc3ccccc3OC)n2)nc1N	15	102.8	-15.8	-4.0	-54.8	107.2	107.1	0.5	12	4.7	11.6
Clc1ccc(OCCCCCN2CCCC2)c(Br)c1	16	104.8	4.1	-8.0	20.0	105.0	103.5	0.1	14	-0.4	19.7
COc1ccc(-c2nn(-c3ccccc3)cc2N)cc1	14	99.7	0.0	0.0	-43.2	96.3	95.6	0.2	74	-1.0	7.8
NNC(=O)c1nc[nH]c1C(=O)Nc1ccccn1	9	100.3	5.8	3.0	-65.9	99.2	?	0.7	10	3.2	10.9
COc1ccc(-c2csc(-c3ccccc3)n2)c(OC)c1	11	99.4	.	-4.0	-11.3	101.2	101.7	0.6	12	16.6	25.3
COc1ccccc1CNC(=O)Cc1ccc(C)cc1	12	98.7	-14.1	1.0	-4.5	96.6	99.1	0.0	15	2.7	7.6
Cc1cc(SCC(=O)NCCC2=CCCCC2)nc2ccccc12	1	106.5	3.1	-28.0	-36.9	100.9	99.1	0.5	17	1.9	6.1
CC(=O)N(C(C)=O)c1cccc2c(N(C(C)=O)C(C)=O)cccc12	6	101.9	6.2	1.0	-3.4	104.8	104.7	1.9	29	32.6	-4.4
CC(C)=C1C2CCC1C1C(=O)N(c3nc(-c4ccc(C(C)C)cc4)c(C)s3)C(=O)C21 (stereo unspecified)	35	99.4	.	2.0	-1.6	95.9	98.5	0.7	17	2.6	14.7
Cc1ccccc1CSc1nnc(C)c(=O)[nH]1	6	102.2	.	0.0	-8.7	100.4	98.5	0.1	26	0.3	-7.9

# Screens as filed in PubChem BioAssay.
